Screens (PubChem)
TSG101-PTAP inh: blocks PTAP/TSG101 interaction to inhibit HIV-1 budding; Potency, µM (series often up to 115 µM), without a hit: top-dose activity change, negative = inhibition, most hits filed as inhibitors; Fluorescence polarization, FITC-PTAP peptide / Tsg101 binding; 340,000 tested, under 10 active; Q99816; active = well fitted inhibition curve with a large enough effect in the main read-out, with a control signal flat, not every such curve was filed as active; inconclusive = small, poorly fitted or top-dose-only effect, or effect the other way, or a change in a side signal; inactive = no such curve, though single readings can be large or run the other way; note: potency is the fitted concentration of half-maximal effect; % of control where 0% means no effect
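FP read-out: FITC-PTAP peptide, 50 nM final, binding Tsg101 binding domain, 10 uM final; 20 min, r.t.; 10 mM HEPES pH 7.5, 0.15 M NaCl, 0.01% Tween 20, 3 mM EDTA, 0.1 mM TCEP.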
ASM inhibitor: blocks human secretory acid sphingomyelinase | placental ASM, HMU-PC fluorogenic substrate, 60 min | 0.006% of 340,000 active | P17405 | Potency, µM (top dose mostly 57.5 µM), for the others: at the top dose activity change, negative = inhibition, usual class: inhibitors; note: potency is the fitted concentration of half-maximal effect
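Fluorescence read-out (Ex 386 nm, Em 447 nm) after stopping the reaction at pH 10. Enzyme: ASM from human placenta; substrate HMU-PC0, 9 uM final; 60 min, 37 °C. Compound preincubation 10 min, ambient temperature.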
TRPV1 agonist: human TRPV1 agonism. Q8NER1. TRPV1-expressing cells, Fluo-8 calcium influx, agonist mode. activation, % at 8.33 µM. 0.19% of 320,000 active; in the data active = activation above about 80%; inconclusive = between about 30% and that limit; note: 0% is about no effect
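Fluo-8 calcium influx in TRPV1-expressing cells, kinetic read (ex 480/em 520 nm). Compound added and read 3 min for agonist activity, followed by capsaicin at EC20 final and 2 min further read for enhancement.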
p53 reactivator: re-activators of mutant p53; H1299 p53-A138V BP100-luciferase reporter, luminescence, 24 h; Potency, µM (titrated, usually from 92.2 µM), for the others: at the highest dose activity change, positive = activation, most hits filed as activators; 0.063% of 320,000 active; AID 504706; note: potency is the fitted concentration of half-maximal effect; % of control where 0% means no effect; nearly all actives have a fitted effect of over 45% in size
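p53-null H1299 cells stably carrying temperature-sensitive p53-A138V and a BP100-luciferase reporter were pinned with compounds (4-point, 1:5 series) and held 24 hrs at 37 deg C. Luminescence was read 10 min after detection reagent.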
ELG1 genotoxic: inducers of genotoxicity in HEK293T ELG1-luciferase cells; HEK293T ELG1-luciferase reporter, luminescence, 16 h; Potency, µM (doses to about 46 µM), without a hit: at the highest dose activity change, positive = activation, usual class: activators; 1.3% of 330,000 active; note: potency is the fitted concentration of half-maximal effect; % of control where 0% means no effect; nearly all actives have a fitted effect of over 60% in size
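ELG1-luciferase HEK293T cells, 2,000/well; compound pinned in; 16 hr, 37 °C, 5% CO2; ONE-Glo, 30 min RT; luminescence on CCD imager.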
USP2a block: inhibitors of human ubiquitin-specific protease USP2a | 0.01% of 330,000 active | AID 463254 | O75604 | Potency, µM (highest dose often 38.3 µM), without a hit: top-dose activity change, negative = inhibition, actives largely listed as inhibitors | USP2 core, Ub-CHOP2 coupled fluorogenic reporter, 485/531;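 note: potency is the fitted concentration of half-maximal effect; plate controls were DMSO wells for no effect and full inhibition by NEM control for full effect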
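Deubiquitinase activity read as fluorescence (485/531 nm) after Ub-CHOP2 cleavage activates the enterokinase reporter on its substrate; USP2 core 10nM, Ub-CHOP2 and substrate 25nM each, 30min compound preincubation then 60min RT; data normalized to NEM, curves fitted.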
Integrin act MD: integrin-mediated muscular dystrophy alleviation activation. 0.064% of 350,000 active. alpha7betagal myoblasts, beta-gal FDG fluorescence, 48 h. Potency, µM (highest dose often 38.3 µM), for the others: at the highest dose activation, usual class: activators;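 note: potency is the fitted concentration of half-maximal effect; 100% = response of the positive control SU9516; nearly all actives have a fitted effect of over 60% in size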
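alpha7betagal+/- myoblasts (passage 13, 250/well) treated 48 h at 37C with compounds at 1:260 dilution of DMSO stock. Lysed, then beta-galactosidase activity read as FDG fluorescence (ex 480/em 540) after 30 min, with pre-read for autofluorescence.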
Eya2 inh: blocks the phosphatase activity of human Eya2; O00167; recombinant Eya2, OMFP fluorescence dephosphorylation (OMFP is methylfluorescein phosphate); Potency, µM (titrated, usually from 76.9 µM), for inactives: top-dose activity, negative = inhibition, hits mostly inhibitors; 0.006% of 330,000 active; AID 488837; note: potency is the fitted concentration of half-maximal effect; % is set by controls: 0 for no effect and ±100 for the full control effect
Target sequence (O00167 whole entry, looked up): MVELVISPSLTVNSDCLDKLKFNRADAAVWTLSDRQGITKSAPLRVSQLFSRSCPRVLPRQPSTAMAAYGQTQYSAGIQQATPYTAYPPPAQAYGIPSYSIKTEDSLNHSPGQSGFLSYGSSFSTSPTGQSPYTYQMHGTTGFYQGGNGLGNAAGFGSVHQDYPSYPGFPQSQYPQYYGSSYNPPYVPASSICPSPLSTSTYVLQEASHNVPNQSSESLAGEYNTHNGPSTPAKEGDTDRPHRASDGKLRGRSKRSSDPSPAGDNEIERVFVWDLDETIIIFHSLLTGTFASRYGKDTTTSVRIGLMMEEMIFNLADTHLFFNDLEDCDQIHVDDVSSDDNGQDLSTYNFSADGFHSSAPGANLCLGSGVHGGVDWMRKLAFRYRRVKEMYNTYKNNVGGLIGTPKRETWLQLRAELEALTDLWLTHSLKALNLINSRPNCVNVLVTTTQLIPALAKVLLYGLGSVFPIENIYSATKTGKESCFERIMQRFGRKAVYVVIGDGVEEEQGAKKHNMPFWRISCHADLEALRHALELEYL
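Eya2 protein (added as 0.2 uM solution) was preincubated with compound for 10 min at ambient temperature in 50 mM HEPES pH 7.5, 50 mM NaCl, 5 uM MgCl2, 0.05% BSA, 1 mM DTT. OMFP (added at 50 uM) then reacted 10 min; fluorescence read at 485/525 nm.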
B2AR arrestin: beta2AR (human) beta-arrestin recruitment activity. Potency, µM (series often up to 46.1 µM), inactives show at the top dose activation, most hits filed as activators. P07550. beta-arrestin recruitment to beta2AR, cell-based reporter. 0.02% of 330,000 active. AID 492947;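 note: potency is the fitted concentration of half-maximal effect; 0% = DMSO controls and full agonism = EC100 isoproterenol or metaproterenol; nearly all actives have a fitted effect of over 65% in size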
Target sequence (P07550 whole entry, looked up): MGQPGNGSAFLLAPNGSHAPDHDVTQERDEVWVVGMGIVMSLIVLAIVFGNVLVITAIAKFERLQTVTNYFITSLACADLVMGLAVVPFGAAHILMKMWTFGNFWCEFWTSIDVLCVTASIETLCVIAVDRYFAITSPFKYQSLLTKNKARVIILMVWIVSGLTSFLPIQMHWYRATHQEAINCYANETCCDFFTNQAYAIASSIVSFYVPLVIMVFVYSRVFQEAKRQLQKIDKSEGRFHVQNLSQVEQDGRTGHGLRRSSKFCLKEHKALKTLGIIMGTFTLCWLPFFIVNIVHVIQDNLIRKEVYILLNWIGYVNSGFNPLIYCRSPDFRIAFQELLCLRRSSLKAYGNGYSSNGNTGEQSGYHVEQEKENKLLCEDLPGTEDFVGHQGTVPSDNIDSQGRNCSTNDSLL
uPA surface inh: inhibitors of cell surface uPA generation; cell surface uPA generation assay, qHTS; Potency, µM (titrated, usually from 38.3 µM), for inactives: top-dose activity change, negative = inhibition, usual class: inhibitors; 0.31% of 330,000 active; active = well fitted inhibition curve with a large enough effect; inconclusive = small, poorly fitted or top-dose-only effect; inactive = no such curve, though single readings can be large or run the other way; tested in mouse RAW 264.7 cells; note: potency is the fitted concentration of half-maximal effect; % is set by controls: 0 for no effect and ±100 for the full control effect; nearly all actives have a fitted effect of over 55% in size
BRCA1 expr act: BRCA1 expression activation | MCF7-BRCA1-FFLuc reporter, luminescence, 48 h; response scale: scaled: vehicle 0%, 10 µM genistein 100% | Potency, µM (highest dose often 46.1 µM), for the others: at the top dose activation, hits mostly activators | 1.1% of 380,000 active | AID 624202; note: potency is the fitted concentration of half-maximal effect; nearly all actives have a fitted effect of over 80% in size; some results filed as inactive show a strong effect at the top dose
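MCF7-BRCA1-FFLuc cells, 2000/well in phenol-red-free MEM, attached 2 h then treated 48 h at 37 C. Luciferase luminescence read 15 min after reagent; normalized to genistein maximum activation (10microM) and DMSO, concentration-response fitted.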
An asterisk follows results filed as active; i = inactive; u = inconclusive; x = not tested or not shown; [ ] = remark or other dose. Unless noted, calls come from the whole dose curve; as a rule, active = well fitted curve in the direction sought with a large enough effect; inconclusive = small, poorly fitted or top-dose-only effect, or another doubt; inactive = no such curve, though single readings can be large; an effect the other way counts as inactive or inconclusive.

The opening three records, to show the layout:
SMILES	TSG101-PTAP inh	ASM inhibitor	TRPV1 agonist	p53 reactivator	ELG1 genotoxic	USP2a block	Integrin act MD	Eya2 inh	B2AR arrestin	uPA surface inh	BRCA1 expr act
C/C(=N\N(Cc1ccccc1)c1ccccc1)c1cccnc1	0%	-4%	23	3%	-1%	0%	-7%	8%	0.0%	7%	-22%
CC1CCN(CC(=O)Nc2cccc(Cl)c2)CC1	-5%	-4%	13	2%	-3%	0%	14%	3%	3.0%	2%	0%
COc1cc([N+](=O)[O-])ccc1NC(=O)Nc1ccc2c(c1)OCCO2	-2%	-13%	0	-4%	3%	1%	-16%	-5%	5.2%	5%	1%

Results (from the top)
SMILES	TSG101-PTAP inh	ASM inhibitor	TRPV1 agonist	p53 reactivator	ELG1 genotoxic	USP2a block	Integrin act MD	Eya2 inh	B2AR arrestin	uPA surface inh	BRCA1 expr act
C/C(=N\N(Cc1ccccc1)c1ccccc1)c1cccnc1	0%	-4%	23	3%	-1%	0%	-7%	8%	0.0%	7%	-22%
CC1CCN(CC(=O)Nc2cccc(Cl)c2)CC1	-5%	-4%	13	2%	-3%	0%	14%	3%	3.0%	2%	0%
COc1cc([N+](=O)[O-])ccc1NC(=O)Nc1ccc2c(c1)OCCO2	-2%	-13%	0	-4%	3%	1%	-16%	-5%	5.2%	5%	1%
CC(C)Cn1c(N)c(/C=N/NC(=O)c2ccc(Cl)cc2)c(=O)n(C)c1=O	-2%	17%	-1	-1%	8%	0%	0%	-6%	-0.1%	-1%	-1%
O=C(O)c1ccc2c(c1)N(Cc1ccccc1F)C(=O)c1ccccc1S2=O (centres undefined)	-5%	2%	-3	3%	-6%	1%	6%	13%	-0.1%	5%	1%
Cc1ccc(CNC(=O)c2ccccc2N)cc1	x	9%	18	3%	3%	1%	16%	-6%	3.5%	9%	9%
O=S(=O)(c1ccc(-c2ccccc2)cc1)N1CCCC1	-5%	2%	9	0%	-10%	-1%	-20%	-1%	-0.2%	-21%	-1%
CCn1nc(C)cc1C(=O)NC1CCCc2c1cnn2-c1cc(F)cc(F)c1 (centres undefined)	x	0%	u	-1%	-5%	1%	-9%	-2%	0.4%	u	-54%
COC(=O)c1cc(NC(=S)Nc2cc(Cl)cc(Cl)c2)cc(C(=O)OC)c1	7%	0%	3	6%	-3%	-2%	4%	0%	-0.5%	-1%	-28%
CC(C)(C)S(=O)(=O)/C(C#N)=N/Nc1ccc(S(N)(=O)=O)cc1	u	-8%	-2	-2%	2%	1%	-52%[inhibitor]	22%	0.5%	-1%	2%
Cc1cccc2cc(CN(Cc3cccnc3)C(=O)c3ccncc3)c(=O)[nH]c12	-2%	-1%	-1	1%	-7%	1%	13%	-11%	0.1%	2%	11%
Cc1cc(Cl)ccc1OCCCC(=O)OCC(=O)Nc1cccc(S(N)(=O)=O)c1	-1%	-7%	18	-6%	2%	0%	5%	10%	-0.3%	-4%	-20%
O=C(CCSc1ccccc1)Nc1nnc(-c2cccs2)o1	-5%	3%	4	0%	-4%	7%	-2%	-10%	-0.1%	-18%	-2%
COC(=O)c1sc2nc[nH]c(=O)c2c1C	-3%	-2%	1	-12%	-2%	3%	-30%	2%	-0.9%	0%	-7%
CSc1ccccc1NC(=O)c1ccoc1C	-3%	3%	2	-1%	0%	0%	1%[7.66 µM]	7%	-0.1%	-5%	35%
Cc1cccc(C(=O)NCCN2CCCC2)c1	-3%	-1%	1	0%	3%	0%	4%	-5%	0.3%	-1%	-1%
CCOC(=O)c1c(NC(=O)c2cccc(N3C(=O)CCC3=O)c2)sc(C)c1C	-5%	-3%	26	-6%	-4%	0%	15%	-2%	0.4%	x	-16%
CN(CP(=O)(O)CCc1ccccc1)S(C)(=O)=O	-1%	2%	1	3%	3%	1%	16%	3%	0.6%	3%	-1%
Cc1scc(C(=O)N2CCN(S(C)(=O)=O)CC2)c1-c1ccccc1	-3%	-1%	-2	-5%	0%	0%	-14%	18%	-0.3%	x	-14%
COC(=O)C1=CN(Cc2cccs2)C=C(C(=O)OC)C1c1cccc(OC)c1OC	-1%	i	22	-16%	0%	-2%	-25%	20%	-1.4%	0%	-4%
COc1ccc(CNC(=O)c2ccc(CS(=O)Cc3ccc(Cl)cc3)o2)cc1 (centres undefined)	1%	1%	-2	-3%	-4%	-2%	21%	3%	-0.5%	14%	0%
N#Cc1ccccc1S(=O)c1ccccc1C(=O)Nc1ccccc1 (centres undefined)	-3%	12%	2	2%	2%	-1%	9%	2%	-0.1%	-2%	-8%
COc1cccc(NC(=O)c2cccc(C)c2[N+](=O)[O-])c1	-2%	-1%	8	4%	u	-3%	12%	-7%	-0.8%	-2%	106%
O=C(OCCCOC(=O)c1cc[n+]([O-])cc1)c1cc[n+]([O-])cc1	-5%	-5%	0	14%	2%	5%	0%	-1%	0.0%	-13%	3%
Cc1cc(Sc2nc(N(C)C)nc(N(C)C)n2)nc(Cl)n1	-2%	-1%	-1	0%	6%	6%	-14%	-6%	3.6%	-21%	3%
Nc1ccc(S(=O)(=O)Nc2cc(Cl)c(N)c(Cl)c2)cc1	2%	-8%	x	x	x	x	-16%	x	x	4%	0%
COc1ccc(C(=O)Nc2ccc(S(=O)(=O)Nc3onc(C)c3C)cc2)cc1OC	-2%	2%	4	-3%	-2%	-1%	16%	-7%	0.3%	2%	-5%
O=C(Nc1nnc(C2CC2)s1)c1cccc(S(=O)(=O)N2CC(c3ccccc3)CC2=O)c1 (centres undefined)	-5%	-16%	x	-1%	-1%	-2%	8%	20%	0.1%	0%	4%
CO/N=C(/CNC(=O)c1ccc(Cl)cc1Cl)c1ccc(Cl)cc1	1%	1%	u	-6%	1%	0%	10%	8%	0.3%	0%	-15%
O=C(CCCn1c(=S)[nH]c2ccc(Br)cc2c1=O)N1CCN(c2ccccn2)CC1	-6%	0%	x	-2%	-11%	0%	5%	6%	-3.4%	x	-24%
CCCCn1c(SCC(=O)Nc2cc(C(F)(F)F)ccc2Cl)nnc1C(CC)N(C)C (centres undefined)	1%	x	10	-8%	-6%	0%	-31%	-7%	-0.3%	34%[activator]	-20%
Cc1ccsc1/C=C1\Oc2cc(OCC(=O)c3ccccc3)ccc2C1=O	1%	52%[activator]	-2	14%	7%	10%	6%	9%	-1.8%	0%	27%
O=C(NNC(=O)c1cc2ccccc2cc1O)Nc1ccc(F)cc1F	0%	0%	3	-7%	-5%	1%	3%	-21%	-0.2%	8%	-36%
N#CCc1ccc(OC(=O)c2cnccc2C(F)(F)F)cc1	-7%	2%	17	5%	-4%	3%	7%	1%	0.2%	1%	2%
CCC(CO)NCc1ccccc1OC(C)C (centres undefined)	-1%	3%	-1	-4%	0%	-5%	9%	-16%	-0.4%	0%	9%
CN1CCN(C(=O)c2ccc(CS(=O)Cc3ccc(Cl)cc3)o2)CC1 (centres undefined)	-2%	2%	1	12%	0%	6%	-12%	4%	0.6%	5%	-2%
COc1cc(-c2nc3ccccn3c2N)ccc1O	-3%	36%[activator]	-3	x	10%	2%	u	10%	0.3%	-11%	22%
COC(=O)c1cc(C(=O)OC)n(Cc2ccc(F)cc2)n1	-9%	-1%	5	6%	7%	-2%	-5%	7%	-0.5%	6%	9%
O=C(CN(C(=O)c1csnn1)c1ccc(F)c(Cl)c1)NC1CCCCC1	1%	-2%	1	-1%	0%	3%	10%	-15%	0.2%	0%	-11%
CCOc1ccc(C(=O)NCC(=O)OCc2csc(-c3ccccc3)n2)cc1	-3%	-10%	8	u	-1%	-1%	10%	4%	-0.5%	-5%	41%
COCCCNC(=O)CC(NS(=O)(=O)c1ccc(Cl)cc1)c1ccco1 (centres undefined)	-2%	2%	0	2%	-5%	0%	-7%	5%	-0.6%	8%	-21%
Cc1ccc(C)c(NC(=O)CSc2ccc(S(=O)(=O)N3CCCC3)cn2)c1	-10%	6%	7	0%	-3%	3%	-4%	-3%	0.0%	9%	20%
COc1cc(N=c2oc3c(C)ncc(CO)c3cc2C(N)=O)cc(OC)c1OC	-1%	-9%	3	2%	-8%	2%	21%	-22%	0.1%	-4%	-20%
Cc1ccc(C(=O)C(C)OC(=O)C2CCN(c3ccc(C(F)(F)F)cn3)CC2)cc1C (centres undefined)	0%	-1%	5	5%	6%	-1%	-24%	-18%	-0.2%	-3%	-14%
COC(=O)c1ccc(=O)n(Cc2ccc3c(c2)OCO3)c1	-2%	2%	-2	-5%	3%	1%	18%	21%	-0.9%	-5%	-6%
